ABCG2 block: human ABCG2 inhibition, ABCB1 as counter-screen; Q9UNQ0; IgMXP3 cells, JC-1 efflux, flow cytometry; inhibition, % at 6.6 µM; 190,000 compounds, 0.1% hits; AID 1325;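 active = inhibition above 80%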;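 note: 0% = DMSO and 100% = nicardipine control wells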
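Incubation: cells with compound and JC-1, 10 min at 25 °C, rotating, no wash / Test system: IgMXP3 (ABCG2) plus far-red-tagged CCRF-Adr (ABCB1) cells / Compound dosing: one concentration, 6.6 µM final / Also added: JC-1 fluorescent substrate / Evaluation: efflux inhibition in percent versus controls / Detection: flow cytometry, 530 nm JC-1 signal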
Bim-Bfl-1: inhibitors of Bim-Bfl-1 interaction, human; AID 1008; Bead-based flow cytometry, Bim-Bfl-1 binding inhibition; Q16548; inhibition, % at 10 µM; 190,000 compounds, 0.12% hits;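 note: 0% = wells without compound plus tracer and 100% = blocker peptide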
RGS4-Gao reg: human RGS4-Galphao interaction regulation; 220,000 compounds, 0.33% hits; P09471; Multiplexed bead flow cytometry, RGS4-Galphao binding; actives lie on both sides; binding response (% of control), % at 10 µM; in the data active = binding response below about 49% or above about 150%; inactive = in between;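 note: fluorescent Galphao activated with aluminum fluoride binding bead-coupled RGS4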
RGS8-Gao: modulates binding of RGS8 to human Galphao | 220,000 compounds, 0.34% hits | P09471 | AID 1423 | response (percent of control binding), % at 10 µM | multiplexed bead flow cytometry; actives lie on both sides; in the data active = response below about 60% or above about 140%; inactive = in between;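 note: Galphao activated as the GDP aluminium fluoride complex binding bead-coupled RGS8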
GSH bead fluor: GSH bead compound fluorescence profile | GSH beads flow cytometry, compound fluorescence 488/530 nm; stronger effect = higher value | fluorescence (KMESF) at 10 µM | 190,000 compounds, 0.25% hits; in the data active = fluorescence above about 89;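 note: glutathione beads carrying GST-tagged Bcl family fusion proteins plus one bare bead set; values are compound well signal with DMSO vehicle wells as background; inactives centre near 16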
Bim-Bcl-B: disrupts Bim peptide binding to human Bcl-B; Q9HD36; bead-based flow cytometry; inhibition, % at 10 µM; 190,000 compounds, 0.073% hits; AID 951;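 note: 0% = tracer peptide without compound and 100% = reference inhibitor peptide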
Bim-Bcl-XL: disrupts Bim peptide binding to human Bcl-XL; bead flow cytometry, fluorescence; 190,000 compounds, 0.04% hits; inhibition, % at 10 µM; Q07817
RGS7-Gao: modulates binding of RGS7 to human Galphao; binding response (% of control), % at 10 µM; 220,000 compounds, 0.35% hits; Multiplexed bead flow cytometry; actives lie on both sides; P09471; in the data active = binding response below about 49% or above about 150%; inconclusive = no clear call, values can overlap the other calls; inactive = in between;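 note: fluorescent Galphao held in activated GDP-AlF4 state binding bead-coupled RGS7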
Bim-Bcl-W: disrupts Bim peptide binding to human Bcl-W; inhibition, % at 10 µM; bead-based flow cytometry; 190,000 compounds, 0.02% hits;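 note: 0% = bound tracer without compound and 100% = peptide blocker; higher means less fluorescent Bim peptide bound to Bcl-W beads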
Bcl-2 Bim block: human Bim-Bcl-2 interaction inhibition. 190,000 compounds, 0.06% hits. P10415. Bead-based flow cytometry, Bim peptide-Bcl-2 binding. inhibition, % at 10 µM. AID 950; in the data active = inhibition above about 40%; inconclusive = no clear call, values can overlap the other calls;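 note: 0% = no compound wells with probe peptide and 100% = reference peptide inhibitor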
ABCB1 inh: blocks JC-1 efflux by human ABCB1 transporter | 190,000 compounds, 0.067% hits | AID 1326 | P08183 | CCRF-Adr cells, flow cytometry | inhibition, % at 6.6 µM; in the data active = inhibition above about 40%;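 note: 0% = vehicle and 100% = reference inhibitor; higher value means more JC-1 retained so stronger ABCB1 efflux block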
Target sequence (P08183 whole entry, looked up): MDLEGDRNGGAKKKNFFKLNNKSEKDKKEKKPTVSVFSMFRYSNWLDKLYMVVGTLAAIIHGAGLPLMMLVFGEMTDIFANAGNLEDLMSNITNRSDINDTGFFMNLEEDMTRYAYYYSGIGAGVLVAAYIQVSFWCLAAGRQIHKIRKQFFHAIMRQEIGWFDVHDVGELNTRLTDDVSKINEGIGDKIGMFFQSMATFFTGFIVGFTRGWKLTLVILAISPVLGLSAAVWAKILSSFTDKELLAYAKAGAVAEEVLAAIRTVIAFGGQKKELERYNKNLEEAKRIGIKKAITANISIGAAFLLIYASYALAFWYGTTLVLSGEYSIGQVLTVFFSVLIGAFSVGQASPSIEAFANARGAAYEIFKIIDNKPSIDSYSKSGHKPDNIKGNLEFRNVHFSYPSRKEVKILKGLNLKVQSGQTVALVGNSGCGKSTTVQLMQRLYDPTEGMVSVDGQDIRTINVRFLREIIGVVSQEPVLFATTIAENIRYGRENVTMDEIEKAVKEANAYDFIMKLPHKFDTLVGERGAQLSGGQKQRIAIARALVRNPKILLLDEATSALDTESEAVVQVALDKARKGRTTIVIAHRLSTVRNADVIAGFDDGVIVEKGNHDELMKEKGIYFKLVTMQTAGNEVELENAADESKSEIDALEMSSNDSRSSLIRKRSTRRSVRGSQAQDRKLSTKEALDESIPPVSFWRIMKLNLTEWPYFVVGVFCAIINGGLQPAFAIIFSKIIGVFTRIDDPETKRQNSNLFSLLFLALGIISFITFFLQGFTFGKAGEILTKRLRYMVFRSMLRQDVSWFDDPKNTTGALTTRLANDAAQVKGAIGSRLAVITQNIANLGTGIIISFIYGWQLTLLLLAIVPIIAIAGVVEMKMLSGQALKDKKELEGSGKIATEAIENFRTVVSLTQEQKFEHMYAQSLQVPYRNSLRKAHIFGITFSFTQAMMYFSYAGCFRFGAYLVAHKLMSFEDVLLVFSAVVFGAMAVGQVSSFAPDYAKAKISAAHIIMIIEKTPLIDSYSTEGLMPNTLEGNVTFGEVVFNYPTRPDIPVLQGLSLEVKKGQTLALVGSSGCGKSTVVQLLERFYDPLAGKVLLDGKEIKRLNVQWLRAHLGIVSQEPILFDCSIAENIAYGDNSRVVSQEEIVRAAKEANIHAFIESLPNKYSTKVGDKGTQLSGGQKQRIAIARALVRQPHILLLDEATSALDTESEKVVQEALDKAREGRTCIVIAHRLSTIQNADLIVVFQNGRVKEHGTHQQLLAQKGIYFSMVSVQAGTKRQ
* = called active by the depositor; ? = inconclusive; / = no result given. Cut-off read from the data, not from the text of the source, unless noted: active = inhibition above about 40%. Rows were taken by chance; 1.1% or so of the library scored in one or more.

SMILES	ABCG2 block	Bim-Bfl-1	RGS4-Gao reg	RGS8-Gao	GSH bead fluor	Bim-Bcl-B	Bim-Bcl-XL	RGS7-Gao	Bim-Bcl-W	Bcl-2 Bim block	ABCB1 inh
COc1cc(-c2nnc(SCC(=O)c3ccccc3)o2)cc(OC)c1OC	15	-21	102	105	26	-11	-12	106	-8	-12	0.7
CC(C)NC(=O)CCCC(=O)NC(C)C	1	-15	103	103	13	-7	-8	106	-4	-9	0.2
CC(=O)Nc1ccc(S(=O)(=O)NCC2CCC(C(=O)NC3CCCCCC3)CC2)cc1 (configuration not stated)	7	0	104	102	21	-4	-4	103	0	-1	0.8
O=C(c1ccncc1)N1CCN(C(=O)c2ccncc2)CC1	10	-21	98	100	24	-10	-11	97	-1	-7	0.2
FC(F)(F)c1cc(-c2ccco2)nc(NCc2cccs2)n1	15	0	99	99	27	-2	-3	98	0	1	-2.3
O=C(O)CCCC(=O)N1CCC(C(O)(c2ccccc2)c2ccccc2)CC1	1	-15	102	93	18	-4	-4	95	-1	0	0.1
COc1ccc(N(C)S(=O)(=O)c2cccc(C(=O)NCC3CCCO3)c2)cc1 (configuration not stated)	5	-1	104	101	16	0	0	104	-1	-1	1.5
O=c1c(-c2nnc(SCc3ccc(Cl)c(Cl)c3)o2)cccn1Cc1ccccc1	4	-5	94	100	15	-3	2	99	5	-2	0.7
Cn1c(SCC#N)nnc1-c1cnccn1	0	-1	104	105	18	-1	-2	102	0	0	-0.1
Cc1nc(C(=O)O)nn1-c1cc(Cl)ccc1Cl	1	-2	98	98	15	0	0	90	0	-1	0.5
COC(=O)C1=C(C)Nc2nnnn2C1c1cccnc1 (configuration not stated)	1	/	100	99	35	/	/	100	/	?	0.2
Cc1cccc(CC2S/C(=N/N=C/c3ccco3)N(c3ccccc3)C2=O)c1 (configuration not stated)	-4	-1	99	104	14	-4	-2	100	-3	1	0.0
COCc1cc(C)n(CC(=O)Nc2cccc(C)c2)c(=O)c1C#N	19	2	103	102	18	2	0	?	-2	0	2.5
Cc1cccc(-n2nnc3c(=O)n(CC(=O)Nc4cc(C)on4)cnc32)c1	2	-9	118	121	8	-7	-5	117	-3	-2	0.3
COCCOc1cc(-n2cccc2)c(Cl)cc1Cl	1	-7	102	96	11	-1	-3	96	-2	-8	0.0
Cc1nc2ccc(NC(=S)NCCCO)cc2nc1C	1	-5	96	98	11	0	0	95	1	-3	0.1
Cc1cccc(C)c1NC(=O)CSc1cc(C(=O)c2nccn2C)c2ccccc2n1	3	0	104	106	13	-9	-7	103	-6	-2	0.8
CCOC(=O)C(C)Sc1ncc(-c2ccc(Cl)cc2)cn1 (configuration not stated)	47	11	95	90	33	10	12	97	5	7	1.8
Brc1ccc(CSc2nnc3ccccn23)cc1	3	-2	102	103	10	-2	-1	101	3	0	0.5
C=CCNS(=O)(=O)c1ccc(OCC(=O)OC)cc1	4	-6	100	98	76	-2	-1	95	2	-3	0.3
Cc1cc(C)c(C)c(S(=O)(=O)N2CCN(CC(=O)c3c(N)n(Cc4ccccc4)c(=O)n(C)c3=O)CC2)c1C	18	0	90	95	10	-6	-7	86	-1	0	2.5
CCOC(=O)N1CCN(CCC(=O)Nc2cc(OC)ccc2OC)CC1	1	-1	96	95	21	0	1	91	1	0	0.1
CCOc1ccc(OCC)c(Nc2cc(C)nc3ncnn23)c1	4	-13	98	100	22	-4	-4	100	-1	-9	0.3
O=C(NC1CCCC1)c1ccc2nc[nH]c2c1	2	-6	102	102	21	-9	-4	101	0	-6	0.4
COc1ccc(CCNC2=C(Cl)C(=O)N(CCc3ccc(OC)c(OC)c3)C2=O)cc1OC	8	-9	92	97	49	-14	-8	99	5	-11	1.7
C/C(=N\NC(=O)c1ccccc1O)c1cccs1	1	-4	101	100	11	0	1	100	0	-2	0.0
Cc1cc(-c2ccc([N+](=O)[O-])cc2)nc2ccccc12	4	1	101	99	8	1	-3	100	0	2	0.3
COC(=O)c1c(CSc2cccc(C)c2)noc1C(=O)NCc1ccco1	15	-6	100	100	22	-3	2	100	2	-6	1.8
CC1=C(C(=O)OCc2ccccc2)C(c2ccc(C)o2)C2=C(CCCC2=O)N1 (configuration not stated)	6	-4	90	95	11	-5	-5	90	2	-5	0.7
CC(C)c1ccccc1NC(=O)c1ccccc1NC(=O)C1CCCCC1	14	-10	103	100	9	-6	-7	104	-2	-3	0.9
CCN(CC)S(=O)(=O)c1ccc(NC(=O)C(OC)c2ccccc2)cc1 (configuration not stated)	9	-9	/	/	37	-8	-2	/	5	-5	-0.2
COc1cccc(NC(=O)Cn2c(=O)n(-c3cc(OC)c(OC)c(OC)c3)c(=O)c3ccccc32)c1	1	-3	104	104	14	-5	-2	?	0	-4	1.2
CC(=O)Nc1nnc(-c2ccco2)o1	0	-7	97	99	25	-9	-5	106	-8	-6	-0.4
COc1ccc(C2Nc3ccccc3C(=O)N2c2ccccc2)cc1Cn1cc([N+](=O)[O-])cn1 (configuration not stated)	28	-4	94	100	10	-5	-4	98	-4	-4	5.5
O=C(COC(=O)/C=C/c1cccc(C(F)(F)F)c1)Nc1cccc2ccccc12	0	0	100	99	6	0	-1	99	0	4	-0.1
COc1ccc2c(c1)c(=O)c(Br)c(C)n2Cc1ccccc1	20	-5	106	104	14	-6	1	106	2	-3	1.4
O=C(NC1CCCCC1)C12CC3CC(CC(Cl)(C3)C1)C2	12	-8	101	99	10	-11	-8	103	-4	-8	0.1
Cc1cc(C)n(CCCN2C(=O)c3cccc4cccc(c34)C2=O)n1	11	2	103	102	20	4	2	100	1	-2	1.6
COc1ccc(S(=O)(=O)NCCCCCC(=O)NCCCN2CCOCC2)cc1	0	-11	99	102	45	-11	-13	103	-1	-12	0.6
CCOC(=O)CCCn1ncn2c(cc3occc32)c1=O	0	3	97	93	13	2	3	98	6	0	-0.1
Nc1[nH]nc2c1NN(c1ccc(Cl)cc1Cl)N2	-2	-1	97	99	9	-3	-3	96	-3	-1	-0.7
Cc1nc([N+](=O)[O-])cn1CC(=O)NCCCO	-3	3	106	107	15	-5	-8	104	-7	0	-0.2
CC(=O)N1CCC[C@H]1C(=O)O	1	6	99	100	11	-4	0	?	0	0	0.0
Cc1ccc(-n2c(C)cn(C(=O)c3ccccc3)c2=S)cc1	1	0	86	86	13	-4	2	94	7	-2	0.4
CCc1nnc(NS(=O)(=O)c2ccc(NC(=S)NC(=O)c3ccc(OC)c(OC)c3)cc2)s1	-7	-10	90	97	10	-16	-10	103	-5	-8	-0.6
CCOc1ccc(-c2nc3scc(-c4cccs4)c3c(=O)[nH]2)cc1	2	-5	102	103	20	-2	-1	100	-4	0	0.1
Cc1c(Br)cccc1NC(=O)c1sccc1-n1cccc1	2	-1	96	98	8	-1	1	101	0	0	0.2
C/C(=N/OC(=O)c1c(-c2ccccc2Cl)noc1C)c1cnccn1	-1	-4	104	103	19	-6	-3	104	1	-7	-1.0
Cc1ccc(NC(=O)CC(C(=O)O)c2ccccc2)cc1 (configuration not stated)	0	0	96	83	4	-6	-4	96	-1	-2	0.8
Cc1oc(/C=N/NC(=O)CN(c2ccccc2Br)S(C)(=O)=O)cc1Br	3	-2	99	101	23	-7	-7	98	-3	-4	0.6
Cc1ccc(-c2cccc(NC(=O)C3C4C=CC(C4)C3C(=O)O)c2)o1 (configuration not stated)	1	-9	102	103	39	-4	-4	103	3	-5	0.1
COc1cccc(OCCCOc2ccc([N+](=O)[O-])cc2Cl)c1	-2	-3	107	112	35	-4	-11	107	-3	-4	0.2
CCC(C)NC(=O)c1ccccc1NC(=O)CN(c1ccc(OC)cc1)S(C)(=O)=O (configuration not stated)	2	-17	101	100	29	-8	-8	99	0	-13	0.8
CC1(C)CC(CC(=O)O)CC(C)(C)N1	0	-3	102	102	19	3	3	107	-2	1	0.3
Cc1noc(C)c1COC(=O)Cn1c(C)nc2ccccc21	2	-11	98	97	28	-9	-5	95	0	-7	0.5
COc1ccc(-c2nc3ccccn3c2NCc2ccc3c(c2)OCO3)cc1	29	-3	93	82	16	-3	-3	97	-2	0	3.3
S=C(NCCc1ccccc1)Nc1ccccc1Cl	-1	0	100	104	22	3	0	103	4	0	-0.2
CCOC(=O)C1CCN(C(c2ccccn2)c2c(C)[nH]c3ccccc23)CC1 (configuration not stated)	-1	-10	104	103	16	-4	-6	102	0	-6	-1.0
COc1ccc(NS(=O)(=O)c2cc(NC(=O)Cc3cccs3)ccc2C)cc1	-2	-6	103	106	19	-14	-15	103	-11	-8	0.3
Cc1c(NC(=O)/C(=C\c2ccccc2)NC(=O)c2ccccc2)c(=O)n(-c2ccccc2)n1C	2	-6	96	99	11	-1	0	97	3	-2	0.2
Next structures follow.
SMILES	ABCG2 block	Bim-Bfl-1	RGS4-Gao reg	RGS8-Gao	GSH bead fluor	Bim-Bcl-B	Bim-Bcl-XL	RGS7-Gao	Bim-Bcl-W	Bcl-2 Bim block	ABCB1 inh
O=C(COC(=O)C1CCN(S(=O)(=O)c2ccc3c(c2)OCCO3)CC1)Nc1ccccc1OC(F)F	1	-2	105	105	11	-4	-5	104	-3	-5	0.0
O=C(NC(=S)NC1CCSC1=O)c1cccs1 (configuration not stated)	-1	0	100	103	6	-6	-2	103	-1	0	-0.3
CN(C)c1nc(N)nc(CSc2nnnn2-c2ccccc2)n1	3	-4	97	99	12	-1	0	101	-4	-1	0.6
CN(C)c1ccc(/C=N/Nc2cc(N3CCOCC3)nc(N3CCOCC3)n2)cc1	6	2	96	99	22	-2	1	93	0	-3	0.9
CC(C)(C)N(NC(=O)Nc1ccccc1)C(=O)c1ccccc1Cl	3	0	100	100	8	0	3	97	1	2	0.7
Cc1ccc(-c2cc(C(F)(F)F)n3ncc(C(=O)N4CCN(C)CC4)c3n2)cc1	3	-13	98	101	50	-7	3	100	3	-7	0.4
Cc1ccc(-c2nc3ccccc3o2)cc1NC(=O)c1ccc2c(c1)OCO2	0	-7	99	100	11	-4	-1	98	4	-7	0.0
COC(=O)NCC(c1cccnc1)N1CCN(c2ccccc2)CC1 (configuration not stated)	-1	-10	106	103	18	-6	-4	107	0	-5	-1.0

Pulled one by one from the entries so far (5):
SMILES	ABCG2 block	Bim-Bfl-1	RGS4-Gao reg	RGS8-Gao	GSH bead fluor	Bim-Bcl-B	Bim-Bcl-XL	RGS7-Gao	Bim-Bcl-W	Bcl-2 Bim block	ABCB1 inh
CN(C)c1ccc(/C=N/Nc2cc(N3CCOCC3)nc(N3CCOCC3)n2)cc1	6	2	96	99	22	-2	1	93	0	-3	0.9
O=C(COC(=O)C1CCN(S(=O)(=O)c2ccc3c(c2)OCCO3)CC1)Nc1ccccc1OC(F)F	1	-2	105	105	11	-4	-5	104	-3	-5	0.0
CC(C)(C)N(NC(=O)Nc1ccccc1)C(=O)c1ccccc1Cl	3	0	100	100	8	0	3	97	1	2	0.7
O=C(NC(=S)NC1CCSC1=O)c1cccs1 (configuration not stated)	-1	0	100	103	6	-6	-2	103	-1	0	-0.3
COC(=O)NCC(c1cccnc1)N1CCN(c2ccccc2)CC1 (configuration not stated)	-1	-10	106	103	18	-6	-4	107	0	-5	-1.0

Compound activity (PubChem)
